15-hLO-2 inh: blocks human 15-lipoxygenase 2 activity; O15296; purified 15hLO-2, xylenol orange hydroperoxide absorbance; Potency, µM (top dose mostly 57.1 µM), for inactives: at the top dose activity change, negative = inhibition, most hits filed as inhibitors; hit rate 0.56% among 110,000; note: potency is the fitted concentration of half-maximal effect; nearly all actives have a fitted effect of over 60% in size; many of its hits are not listed in these tables
Target sequence (O15296 whole entry, looked up): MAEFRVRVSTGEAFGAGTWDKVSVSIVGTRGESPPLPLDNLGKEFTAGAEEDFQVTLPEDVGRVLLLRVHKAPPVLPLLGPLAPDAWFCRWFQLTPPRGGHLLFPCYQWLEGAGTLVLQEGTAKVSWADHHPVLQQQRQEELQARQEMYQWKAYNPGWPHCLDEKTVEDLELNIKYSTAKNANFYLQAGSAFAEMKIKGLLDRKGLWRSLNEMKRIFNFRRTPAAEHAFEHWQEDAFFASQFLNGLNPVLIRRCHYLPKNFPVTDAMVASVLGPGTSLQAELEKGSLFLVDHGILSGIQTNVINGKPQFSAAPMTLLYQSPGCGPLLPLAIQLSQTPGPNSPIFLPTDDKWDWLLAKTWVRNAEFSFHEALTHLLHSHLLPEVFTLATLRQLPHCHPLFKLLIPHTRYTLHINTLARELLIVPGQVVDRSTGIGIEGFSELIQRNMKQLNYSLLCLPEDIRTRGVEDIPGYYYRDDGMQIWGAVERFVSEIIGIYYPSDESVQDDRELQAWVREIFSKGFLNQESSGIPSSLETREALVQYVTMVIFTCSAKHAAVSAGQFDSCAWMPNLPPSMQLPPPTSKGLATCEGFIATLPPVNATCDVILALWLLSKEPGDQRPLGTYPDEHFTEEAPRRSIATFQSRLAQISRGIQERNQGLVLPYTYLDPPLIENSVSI
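Read-out: hydroperoxide product oxidises ferrous iron, measured as xylenol orange complex via the 573-to-405 nm absorbance ratio after 30 min. Reaction: 50 nM enzyme, 15 min compound preincubation, 45 uM arachidonic acid, 90 min RT, Hepes pH 7.5 with Triton X-100.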
PNC assembly inh: blocks assembly of the perinucleolar compartment; PC3M PTB-GFP, PNC prevalence imaging, 16 h; hits give low values; activity change (PNC), negative = inhibition, % at 10 µM; hit rate 3.1% among 140,000;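 active = readout at or below -70, meaning at least 70% loss of cells showing the perinucleolar compartment, a nuclear body marking cancer cells; inconclusive = readout between -30 and a set limit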;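 note: plate controls were DMSO wells for no effect and camptothecin positive control wells for full effect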
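Read-out is percentage of cells bearing a perinucleolar compartment, from automated 20x imaging of fixed, Hoechst-stained PC3M PTB-GFP cells. Cells were seeded 4 h, then exposed 16 h to compound (23 nl of library stock) in duplicate plates.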
12-hLO inh: 12-hLO (ALOX12) enzyme inhibition. P18054. purified 12-hLO, xylenol orange hydroperoxide absorbance. Potency, µM (series often up to 57.1 µM), without a hit: at the highest dose activity change, negative = inhibition, actives largely listed as inhibitors. hit rate 0.12% among 150,000; note: potency is the fitted concentration of half-maximal effect; nearly all actives have a fitted effect of over 55% in size; many of its hits are not listed in these tables
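150 nM 12hLO, 25 mM Hepes pH 7.0 + 0.01% Triton X-100; cpd preinc 15 min RT; 40 uM arachidonic acid, 30 min RT; Fe-XO 30 min; A573/A405 ratio as read-out.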
IMPase cell inh: IMPase inhibition in cells. P97697. CHO-M1 cells, IP1 accumulation, HTRF TR-FRET ratio. inhibition (IP1 accumulation), % at 46.1 µM. 120,000 tested, under 10 active. AID 901; active = well fitted curve in the direction sought with a large enough effect in the signal ratio, not every such curve was filed as active; inconclusive = small, poorly fitted or top-dose-only effect, or a change in a side signal; inactive = no such curve, though single readings can be large or run the other way; the % refers to the signal ratio;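 note: cells stimulated with carbachol in lithium chloride buffer; plate controls were DMSO basal wells for no effect and reference inhibitor wells for full effect; higher means more IMPase inhibition seen as more IP1 and lower FRET ratio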
Target sequence (P97697 whole entry, looked up): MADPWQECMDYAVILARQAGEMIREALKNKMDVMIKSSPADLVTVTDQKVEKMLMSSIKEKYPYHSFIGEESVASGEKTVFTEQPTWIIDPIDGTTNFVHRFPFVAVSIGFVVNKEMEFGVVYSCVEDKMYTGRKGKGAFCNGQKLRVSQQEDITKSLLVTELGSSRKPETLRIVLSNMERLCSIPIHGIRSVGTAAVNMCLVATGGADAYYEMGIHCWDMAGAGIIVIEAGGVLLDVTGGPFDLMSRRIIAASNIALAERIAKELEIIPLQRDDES
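The IP-One HTRF competitive assay in carbachol-stimulated CHO-M1 cells quantifies cellular IP1. Compounds spanned up to 46 uM final, and activity is expressed as AC50 from concentration-response fits of the ratio and donor data.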
* hit, by the source's call; ? = inconclusive; nt = not tested or not shown; [ ] = dose if it differs, or a comment. Unless noted, calls come from the whole dose curve; as a rule, active = well fitted curve in the direction sought with a large enough effect; inconclusive = small, poorly fitted or top-dose-only effect, or another doubt; inactive = no such curve, though single readings can be large; an effect the other way counts as inactive or inconclusive. Unless noted, % is set by controls: 0 for no effect and ±100 for the full control effect. Not a hit list (roughly 3.1% active in at least one column).

SMILES	15-hLO-2 inh	PNC assembly inh	12-hLO inh	IMPase cell inh
CCOc1ccc(CCNC(=O)C2CCN(c3nn4c(=O)cc(C)nc4s3)CC2)cc1OCC	6%	-2	1%	-2
COc1ccc(S(=O)(=O)Nc2cc3c4c(oc3c3ccccc23)CCCC4=O)cc1	-12%	9	-10%	11
Cc1nn(Cc2ccc(Cl)cc2)c(Cl)c1/C=N/NC(=O)CNc1ccccc1F	nt	-8	1%	-3
CCOC(=O)Cc1csc(SCC(=O)Nc2sc3c(c2C(N)=O)CCC3)n1	-29%	-4	-13%	-9
O=C(O)CCCCNS(=O)(=O)c1ccc(Cl)c(C(F)(F)F)c1	16%	8	-1%	-21
Cc1csc2nc(CSc3nncn3-c3ccccc3)c(Br)n12	10%	-13	1%	14
Cc1cc(S(=O)(=O)NCC(c2ccccc2)c2ccccc2)ccc1-n1cnnn1	-18%	27	-3%	13
Cn1c(Cc2csc(N)n2)nnc1SCC(=O)NCc1ccccc1	0%[2.29 µM]	-92*	-1%	-6
COc1ccc(Oc2nccc(-c3ccc(Cl)cc3)n2)cc1	5%	-7	-3%	-3
COc1ccc(NC(=O)c2cnc3n(c2=O)CCS3)cc1OC	nt	?	9%	-2
CCC1CCc2sc(C(=O)O)cc2C1 (stereo not drawn)	-16%	-25	-7%	?
Cc1nn(C)c(C(=O)N2CCc3ccccc32)c1Br	nt	?	-7%	nt
CC(=O)c1c(C(C)=O)c(C)n(-c2ccc(O)cc2)c1C	9%	13	-4%	13
Cc1ccc(C(=O)OC2=CC(=O)CC(C)(C)C2)cc1	-18%[11.4 µM]	?	-4%	-6[1.84 µM]
CNc1nc(Nc2ccc(C)c(Cl)c2)nc(N)c1[N+](=O)[O-]	nt	-113*	-3%	5
CCCCC(=O)NCc1ccc(Cl)cc1	nt	12	3%	nt
CCOC(=O)c1c(-c2ccc(C)o2)csc1NC(=O)COC(=O)c1cccs1	nt	?	?	-5
CN(CC(=O)Nc1ccc(C#N)cc1)Cc1ccc(Cl)c(Cl)c1	5%	26	-2%	10
COn1c(C)c(C(C)=O)c2c3no[n+]([O-])c3ccc21	-9%	55	3%	-1
COc1ccc2[nH]c(=O)c(NC(N)=S)nc2c1	-8%	-20	-18%	13
CC(C)(C)C(=O)N=C1SC2CS(=O)(=O)CC2N1c1ccc2c(c1)OCO2 (stereo not drawn)	0%	?	-3%	1
COC(=O)Cn1cnc2c(C#N)c3n(c2c1=O)CCCC3	-6%	30	7%	-5
C/C(=N\NC(=O)c1ccc(CSc2nc(C)cc(C)n2)cc1)C1CCCCC1	nt	28	1%	nt
Cc1nnc(SCC(=O)N2CCc3ccccc32)n1-c1ccccc1	0%	-23	-2%	7
CC1CC(C)CN(C(=O)CSc2nc(Cc3cccs3)nc3ccccc23)C1 (stereo not drawn)	13%[11.4 µM]	?	0%	-4[1.84 µM]

Single records, as listed above. Screens in order: 15-hLO-2 inh	PNC assembly inh	12-hLO inh	IMPase cell inh
Record of `CC1CC(C)CN(C(=O)CSc2nc(Cc3cccs3)nc3ccccc23)C1` (stereo not drawn) = 13%[11.4 µM]	?	0%	-4[1.84 µM]
Record of `CN(CC(=O)Nc1ccc(C#N)cc1)Cc1ccc(Cl)c(Cl)c1` = 5%	26	-2%	10
Record of `Cn1c(Cc2csc(N)n2)nnc1SCC(=O)NCc1ccccc1` = 0%[2.29 µM]	-92*	-1%	-6
Record of `CCC1CCc2sc(C(=O)O)cc2C1` (stereo not drawn) = -16%	-25	-7%	?

4 of the compounds above, comma-delimited:
SMILES,15-hLO-2 inh,PNC assembly inh,12-hLO inh,IMPase cell inh
COc1ccc(Oc2nccc(-c3ccc(Cl)cc3)n2)cc1,5%,-7,-3%,-3
COc1ccc(NC(=O)c2cnc3n(c2=O)CCS3)cc1OC,nt,?,9%,-2
CCC1CCc2sc(C(=O)O)cc2C1 (stereo not drawn),-16%,-25,-7%,?
Cc1nn(C)c(C(=O)N2CCc3ccccc32)c1Br,nt,?,-7%,nt

Later entries:
SMILES	15-hLO-2 inh	PNC assembly inh	12-hLO inh	IMPase cell inh
C=CCOc1ccc(/C(O)=C2\C(=O)C(=O)N(CCCOC)C2c2ccncc2)cc1 (stereo not drawn)	-1%	9	-15%	-20
CCCOC(=O)c1ccc(NC(=O)C(=O)NCC2CCCO2)cc1 (stereo not drawn)	nt	9	-3%	4
CSc1nnc(-c2cc(C)on2)n1-c1ccccc1	nt	?	1%	nt
COCCCN1C(=O)c2ccccc2C1C(=O)NC1CCCCCC1 (stereo not drawn)	-15%	-17	0%	?
COc1ccc(OC)c(C(c2nnnn2C2CCCC2)N2CCN(c3ccccc3F)CC2)c1 (stereo not drawn)	-1%	?	-1%	8
O=C1/C(=C\c2ccc(-c3ccccc3Cl)o2)SC(=S)N1CC1CCCO1 (stereo not drawn)	?	-16	-5%	-3
CCn1c(NCc2ccco2)nc2c1c(=O)n(C)c(=O)n2C	nt	7	8%	2
COc1ccc(CCNc2oc(-c3cccc4ccccc34)nc2P(=O)(OC)OC)cc1OC	nt	-2	-2%	-1
COc1ccnc(Nc2ccc(C)c(C)c2)c1C#N	0%	-5	-2%	-3
O=C(Cn1cnc2c(oc3ccccc32)c1=O)NCc1ccccc1	0%	2	4%	4
CN(C)S(=O)(=O)Oc1ccsc1C(=O)Nc1cccc(Cl)c1	10%	6	-2%	9
O=C(O)CCc1nn2c3ccccc3n(CC(=O)c3ccccc3)c2nc1=O	2%	25	-5%	-14
O=C(CN1CCOCC1)NN=C1CCCCCCCCCCC1	nt	?	-1%	nt
COC(=O)c1cc(NS(=O)(=O)c2ccc(NC(C)=O)cc2)cc(C(=O)OC)c1	9%	-17	1%	-6
CCOc1ccc(CC2c3cc(OCC)c(OCC)cc3CCN2C(=O)c2cc(OC)c(OC)c(OC)c2)cc1OCC (stereo not drawn)	4%	14	5%	6
Clc1ccc(CN2CCC(Cc3ccccc3)CC2)cc1	nt	-17	0%	11
C=CCNC(=O)CC(=O)N/N=C/c1ccccc1F	-6%	?	5%	-1
CCCCC(=O)NC(NC(=O)CCCC)c1ccc(OCCC)c(OC)c1	nt	45	2%	nt
O=C(COC(=O)c1cccc(S(=O)(=O)N2CCc3ccccc32)c1)Nc1ncc(Cl)cc1Cl	nt	?	0%	nt
O=c1[nH]nc2c3ccccc3cnn12	3%	35	0%	1
Cc1ccc(C)c(N2CCN(CCCNC(=O)Cn3cc4c(n3)CCC(C)C4)CC2)c1 (stereo not drawn)	6%	-24	2%	-3
CN1CCN(Cc2oc(CO)cc(=O)c2O)CC1	3%	42	-24%	-11
Cc1ccc(C(=O)N2CCN(C(=O)CN3CCCC3)C2)cc1	0%	?	-1%	-2
CCCCN(C)CCCNC(=O)CCn1nc(-c2ccccc2)ccc1=O	3%	7	-7%	1
CCN(CC)CCNC(=O)C12CC3CC(CC(C3)C1)C2	6%	22	12%	10

6 successive entries already listed:
SMILES	15-hLO-2 inh	PNC assembly inh	12-hLO inh	IMPase cell inh
O=c1[nH]nc2c3ccccc3cnn12	3%	35	0%	1
Cc1ccc(C)c(N2CCN(CCCNC(=O)Cn3cc4c(n3)CCC(C)C4)CC2)c1 (stereo not drawn)	6%	-24	2%	-3
CN1CCN(Cc2oc(CO)cc(=O)c2O)CC1	3%	42	-24%	-11
Cc1ccc(C(=O)N2CCN(C(=O)CN3CCCC3)C2)cc1	0%	?	-1%	-2
CCCCN(C)CCCNC(=O)CCn1nc(-c2ccccc2)ccc1=O	3%	7	-7%	1
CCN(CC)CCNC(=O)C12CC3CC(CC(C3)C1)C2	6%	22	12%	10

Further entries
SMILES	15-hLO-2 inh	PNC assembly inh	12-hLO inh	IMPase cell inh
CCN(CC(=O)Nc1ccc2c(c1)OCO2)Cc1nc2ccccc2c(=O)[nH]1	19%	23	-3%	6
COc1ccc(/C(O)=C2/C(=O)C(=O)N(CCN3CCOCC3)C2c2ccccn2)cc1OC (stereo not drawn)	nt	-17	-2%	-3
COc1ccc([C@@H]2[C@H]3C(=O)N(c4cccc(C(F)(F)F)c4)C(=O)[C@H]3ON2C)cc1	-18%	-14	-3%	-3
COc1ccc(Sc2cc(C(F)(F)F)nc(-c3ccccn3)n2)cc1	26%	86	-4%	6
COc1ccc2[nH]c(-c3ccc(F)cc3F)cc(=O)c2c1	3%[0.0915 µM]	nt	4%[0.00818 µM]	nt
CCCCOc1ccc(C(=O)NC(=S)Nc2ccc(CN3CCOCC3)cc2)cc1	nt	37	1%	nt
COc1ccccc1N1CCN(Cc2cccs2)CC1	-7%	?	-6%	7
Cc1nc2cccc([N+](=O)[O-])c2n1CCCN(C)C	-4%[11.4 µM]	nt	2%[11.4 µM]	nt
Cc1cc(C)cc(N(CC(=O)Nc2ccc(-c3nc4ccc(C)cc4s3)cc2)S(C)(=O)=O)c1	nt	-5	-3%	nt
CCc1c(C(=O)N2CCN(c3ccccc3F)CC2)[nH]c(C)c1C(C)=O	-11%	4	3%	11
COc1cc(OC)cc(C(=O)Nc2c(F)cccc2F)c1	nt	-119*	-5%	3
N/C(Cc1ccc(Cl)cc1)=N\OC(=O)Cc1ccc([N+](=O)[O-])cc1	nt	13	-2%	nt
Cc1ccc(N2C(=O)CC(NNc3nc4ccccc4s3)C2=O)cc1C (stereo not drawn)	nt	38	1%	nt
Cc1c(/C=N/NC(=O)c2ccc3c(c2)OCO3)cnn1C	-4%	2	-1%	1
COc1ccccc1NC(=O)c1ccc(NC(=O)COC(=O)C(C)C)cc1	nt	7	-2%	-9
COCC(=O)Nc1cccc2ccccc12	-7%	13	12%	-3
Cc1ccc(NC(=O)N2CCC(C(=O)NCc3ccc(F)cc3)CC2)cc1	-3%	29	-4%	3
O=C(O)c1cccc(C(=O)Cc2ccccc2)c1	-8%	81	1%	-1
CC(C)(O)C#Cc1ccc(C(=O)NCc2ccccc2F)cc1	nt	36	0%	nt
COc1ccccc1CNC(=O)C1CC(c2c(Cl)cccc2Cl)=NO1 (stereo not drawn)	3%	115	3%	-1
CC(=N\O)/C(CN(C)C)=N/O	0%	-24	-14%	1
CCc1c(O)nc(N2CCN(Cc3ccccc3)CC2)[nH]c1=O	14%	-28	0%	-7
COc1ccc(C(C)=O)cc1COC(=O)CNC(=O)c1cc(C)cc(C)c1	nt	?	3%	8
Cn1c(Oc2ccc(Cl)cc2)c(C=O)c2ccccc21	9%	-15	-13%	5
CC(=O)Oc1ccccc1/C=C1\CCOC1=O	5%	-6	0%	0

(listing goes on)
SMILES	15-hLO-2 inh	PNC assembly inh	12-hLO inh	IMPase cell inh
CCOc1ccc(/C=N/N2C(=O)C(CC(=O)Nc3ccc(F)cc3F)SC2=NC)cc1OC (stereo not drawn)	nt	-21	-2%	nt
O=C(NCc1ccco1)/C(=C/c1cccnc1)NC(=O)c1ccco1	1%	-12	2%	-7
O=C(Cn1c(=O)oc2cc(S(=O)(=O)NCc3ccccc3)ccc21)NCc1ccco1	-10%	-29	3%	0
O=C(CC1C(=O)NCCN1C(=S)Nc1ccccc1)Nc1ccc2c(c1)OCCO2 (stereo not drawn)	nt	66	2%	-10
COc1ccc(-c2csc(NC(=O)C3CC(=O)N(c4ccc5c(c4)OCCO5)C3)n2)cc1 (stereo not drawn)	nt	58	-3%	2
Cc1nc(N2CCOCC2)nc(OCCN(C)C)c1[N+](=O)[O-]	nt	22	6%	nt
C=CCc1cccc(CNc2c(C)n(C)n(-c3ccccc3)c2=O)c1O	-10%	?	-12%	11
Cc1ccc(N(CC(=O)Nc2ccc(C)cc2C)S(=O)(=O)N2CCCC2)cc1	-4%	16	-1%	-3
Cc1ccccc1Nc1nnc(SCc2cc(=O)n3ccsc3n2)s1	-10%	-20	-5%	7
COc1ccc(C(=O)CSc2n[nH]c(N)n2)cc1	5%	-29	-2%	-1
O=C(c1cc(C(F)(F)F)cc(C(F)(F)F)c1)N1CCC2(CC1)CN(c1ccccc1)C2	14%	nt	-15%	nt

Screening results (PubChem)
